ATG4B inhibitor: ATG4B (human) cysteine protease inhibition. inhibition, % at 8.33 µM. actives 0.51% (n = 340,000). Q9Y4P1. ATG4B cleavage of LC3-PLA2, NBD-HPC fluorescence, 1 h; in the data active = inhibition above about 40%
Target sequence (Q9Y4P1 whole entry, looked up): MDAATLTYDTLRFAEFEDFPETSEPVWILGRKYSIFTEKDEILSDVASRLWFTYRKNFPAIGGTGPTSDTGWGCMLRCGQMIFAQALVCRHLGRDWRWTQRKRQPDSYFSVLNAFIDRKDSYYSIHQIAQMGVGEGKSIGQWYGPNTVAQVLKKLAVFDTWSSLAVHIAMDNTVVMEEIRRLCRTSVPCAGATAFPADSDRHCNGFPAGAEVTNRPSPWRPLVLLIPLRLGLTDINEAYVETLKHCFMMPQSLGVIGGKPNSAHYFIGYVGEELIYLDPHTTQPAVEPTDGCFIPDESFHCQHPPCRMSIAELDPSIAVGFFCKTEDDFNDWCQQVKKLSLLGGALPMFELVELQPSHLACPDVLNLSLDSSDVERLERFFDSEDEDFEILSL
APOBEC3A inh: human APOBEC3A DNA deaminase inhibition. P31941. recombinant A3A, FAM/TAMRA ssDNA deamination fluorescence. inhibition, % at 20 µM. actives 0.41% (n = 330,000). AID 493011;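 active = at least 40% inhibition at 20 µM here, with at most 30% in a related deaminase screen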;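 note: plate controls were A3A with DMSO for no effect and wells lacking A3A enzyme for full effect; some results filed as inactive read as strong as hits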
Target sequence (P31941 whole entry, looked up): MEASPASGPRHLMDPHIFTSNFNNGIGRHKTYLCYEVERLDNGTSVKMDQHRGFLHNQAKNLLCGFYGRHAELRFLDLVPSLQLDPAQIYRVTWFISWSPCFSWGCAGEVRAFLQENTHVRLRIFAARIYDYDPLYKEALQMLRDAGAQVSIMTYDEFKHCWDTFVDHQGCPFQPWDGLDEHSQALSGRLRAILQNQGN
mIAP block: mouse IAP inhibition. purified mouse IAP, CDP-Star luminescence, 30 min. inhibition, % at 10 µM. actives 0.2% (n = 330,000). AID 2806;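 active = inhibition of at least 40% at 10 µM in the primary screen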;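 note: plate controls were DMSO with enzyme for no effect and no enzyme wells for full effect; values of inactives mirror those of a sister screen read the other way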
hIAP act: human IAP activation; purified human IAP, CDP-Star luminescence, 30 min; hits give high values; 1 = vehicle-only enzyme, 0 = enzyme-free background; actives 0.16% (n = 330,000); activation factor at 10 µM; P09923;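 active = activation factor of the enzyme at least 2-fold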; note: the source names both 10 and 20 µM as test concentration; values of inactives mirror those of a sister screen read the other way
PfGluPho inh: PfG6PD (Plasmodium falciparum) enzyme inhibition; AID 504690; PfGluPho enzyme, NADPH resazurin-diaphorase fluorescence; inhibition, % at 20 µM; actives 0.78% (n = 350,000);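 active = inhibition reaching at least a set limit at 20 µM in the primary screen, cut at about 59% in these data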;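 note: 0% = DMSO wells with substrate and 100% = DMSO wells lacking glucose-6-phosphate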
HKDC1 inhibitor: HKDC1 (human) hexokinase inhibition | recombinant HKDC1, G6PDH/diaphorase resazurin coupled fluorescence | inhibition, % at 20 µM | actives 0.16% (n = 340,000);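 active = inhibition above about 35% when tested at 20 µM, limit read from the data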;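 note: plate controls were DMSO wells with enzyme for no effect and DMSO wells lacking enzyme for full effect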
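System: Recombinant HKDC1 hexokinase | Amount: HKDC1 at 5 µg/mL | Reagent: Glucose with 1 mM ATP | Doses: Single 20 µM dose | Incubation: Reaction time 90 min, room temperature, protected from light | Signal: Coupled resazurin fluorescence, excitation 525 nm, emission 613 nm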
hIAP block: blocks human intestinal alkaline phosphatase | P09923 | purified IAP, CDP-Star luminescence, 30 min | inhibition, % at 10 µM | actives 0.12% (n = 330,000);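 active = inhibition reaching a set limit with compound at 10 µM in the primary screen, cut at about 35% in these data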;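 note: plate controls were DMSO wells with enzyme for no effect and no-enzyme buffer wells for full effect; values of inactives mirror those of a sister screen read the other way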
mIAP activ: increases mouse intestinal alkaline phosphatase activity; activation factor at 10 µM; AID 2805; actives 0.24% (n = 330,000); muIAP, CDP-Star luminescence, 30 min; hits give high values; 1 = vehicle-only enzyme signal, 0 = enzyme-free wells;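 active = activation factor of at least 2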; note: the source names both 10 and 20 µM as test concentration; values of inactives mirror those of a sister screen read the other way
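Assay system: mouse IAP enzyme; Reagent: CDP-Star chemiluminescent phosphatase substrate; Compound: DMSO-dissolved test compounds; Incubation: 30 min, room temperature; Technique: luminescence from enzymatic CDP-Star hydrolysis; Controls: DMSO-only wells and no-enzyme negative control.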
Active calls of the source: *; . = no result given.

compound	ATG4B inhibitor	APOBEC3A inh	mIAP block	hIAP act	PfGluPho inh	HKDC1 inhibitor	hIAP block	mIAP activ
CCOC(=O)CNc1nc(OCC#N)nc(N2CCOCC2)n1	-8	4	-1	1.3	-16	-5	-26	1
CCOC(=O)C1=C(N)Oc2c(c(=O)[nH]c3ccccc23)C1c1ccccc1 (stereo not given)	-4	-3	5	1.1	9	1	-6	0.95
CC(C)CCC1(C)NC(=O)N(CC(=O)Nc2ccc3c(c2)OCCO3)C1=O (stereo not given)	-10	0	-9	0.84	-3	-3	16	1.1
O=C(NN1C(=O)C2C(C1=O)C1C=CC2C12CC2)c1cccc(Cl)c1 (stereo not given)	8	-1	-11	1	-13	-11	0	1.1
O=C(N=C1c2ccccc2CN1c1cccc(Cl)c1)c1cccnc1	4	-4	3	1.1	-1	5	-7	0.97
CCOC(=O)N1CCN(C(=O)c2cc(S(=O)(=O)N3CCCC3)cn2C)CC1	-20	1	19	0.99	-13	-1	1	0.81
Cc1cc(C)c2nc(NC(=O)CN3C(=O)NC4(CCCC4)C3=O)sc2c1	6	0	5	1	-2	4	-1	0.95
Cc1ccc(C)c(S(=O)(=O)N2CCN(C(=O)c3ccc(C)s3)CC2)c1	-4	-1	5	1	-8	-1	-2	0.95
C=CCn1c(SCC(=O)N(CC)C2CCS(=O)(=O)C2)nnc1-c1ccccc1 (stereo not given)	1	-1	-12	0.91	-1	-6	10	1.1
c1cncc(-c2nc(NCCCn3ccnc3)c3ccccc3n2)c1	0	1	-4	1	-8	1	-2	1
O=Cc1c(-c2ccc(Cl)cc2)oc2ccc(O)cc12	-10	15	11	1.1	32	12	-8	0.89
O=C(C1CCCO1)N1CCC(c2nc3ccccc3[nH]2)CC1 (stereo not given)	-1	1	6	0.87	9	-8	13	0.94
COc1ccc(NC(C)=[N+](C)CCNS(=O)(=O)c2ccc(Cl)cc2)cc1	-4	46*	8	1	20	-1	-1	0.93
Cc1cccc(NC(=O)COn2nnc3ccc(S(C)(=O)=O)cc32)c1	-4	2	-7	0.97	13	5	3	1.1
O=c1c(Cc2ccc(F)cc2)c(O)ccn1C1CCCCC1	-2	-23	-3	1	29	-1	-1	1
CC1=N/C(=C\c2ccc([N+](=O)[O-])cc2)C(=O)N1c1ccc(Cl)cc1	-13	-1	5	1.2	-4	-8	-15	0.95
CCCCCC1CC1C(=O)N/N=C/c1ccc(N(C)C)cc1 (stereo not given)	-14	-4	-4	0.89	19	4	11	1
CN(CC(=O)Nc1cccc(F)c1)C(=O)/C=C/c1cc(Br)ccc1OC(F)F	1	1	7	1.1	10	-3	-6	0.93
O=S(=O)(NCc1ccccc1Cl)c1ccc(-n2cccn2)cc1	15	2	-6	1.2	5	-5	-16	1.1
CCOC(=O)c1cccc(NC(=O)Nc2ccc3c(c2)C(=O)OC3)c1	-3	1	-27	0.99	-1	-6	1	1.3
COc1ccc(C(=O)NC(=S)Nc2ccc(NC(=O)c3ccco3)cc2)cc1[N+](=O)[O-]	10	-3	17	0.96	-11	-1	4	0.83
O=C(/C=C/c1ccccc1Cl)Nn1cnc2ccccc2c1=O	4	0	-3	1	-17	-2	-4	1
Cc1cc(C(=O)CN2C(=O)NC3(CCCc4ccccc43)C2=O)c(C)n1Cc1cccs1 (stereo not given)	3	-5	-8	1.1	9	-3	-10	1.1
CCCOc1ccc(-c2nnc(-c3ccco3)o2)cc1	3	-1	2	1.1	1	-2	-7	0.98
COc1ccc(Cl)cc1C(=O)NNC(=S)NC(=O)c1ccc(F)c(F)c1	2	-1	20	1.5	-20	-25	-54	0.8
COC(=O)C1CCN(C(=O)c2sc3nc(-c4ccccc4)cn3c2C)CC1	-13	-4	-2	1.1	13	-1	-6	1
COc1ccccc1CNC(=O)C12CC3CC(CC(C3)C1)C2	-4	-3	-9	1.1	8	4	-12	1.1
CC(C)Oc1ccc(C(=O)CCN2CCCCC2)cc1	-1	0	10	1.1	3	-5	-10	0.9
CCSc1nnc(NC(=O)CSc2nnc(CNC(=O)c3ccccc3F)o2)s1	2	-1	30	1.1	-30	16	-5	0.7
CCOc1ccc(S(=O)(=O)Nc2ccc(C(=O)NCC(C)(C)N3CCOCC3)cc2)cc1	1	-3	6	1.1	-8	-1	-11	0.94
CSCC[C@H](NC(=O)c1ccco1)c1nnc2ccccn12	-11	-3	2	1.1	8	-3	-10	0.98
NS(=O)(=O)c1ccc(NC(=O)CCC(=O)N2CCOCC2)cc1	12	1	-1	1	-3	-2	-4	1
COc1ccc(NC(=S)N2CCCC(c3nc4ccc(C)cc4[nH]3)C2)cc1 (stereo not given)	-5	-3	-25	0.96	1	-10	4	1.2
Cc1cc(/C=C(\C#N)C(=O)O)c(C)n1CC(C)C	-5	-3	4	1.1	-21	-4	-7	0.96
O=C(COc1ccc(S(=O)(=O)N2CCCCC2)cc1)NCc1cccnc1	2	-5	-1	0.89	-6	-9	11	1
COc1cccc(NC(=O)c2nc(S(C)(=O)=O)ncc2Cl)c1	1	-2	0	0.85	10	-1	15	1
CCC(=O)N1CCc2cc(S(=O)(=O)CCC(=O)N3CCc4ccccc4C3)ccc21	-11	6	-8	1	-8	-3	-4	1.1
CC(=O)NC(NC(=S)Nc1ccccc1Br)C(Cl)(Cl)Cl (stereo not given)	-5	-2	5	0.87	14	10	13	0.95
COc1ccc(S(=O)(=O)N(C)CC(=O)NC2CCCC2)cc1Cl	-1	-3	-4	1.1	16	-8	-7	1
O=C(NC1CCCCCC1)c1cccs1	2	0	6	0.81	-7	10	19	0.94

Filtered by structure, the entries above containing an aryl thioether with sulfur outside any ring (2)
compound	ATG4B inhibitor	APOBEC3A inh	mIAP block	hIAP act	PfGluPho inh	HKDC1 inhibitor	hIAP block	mIAP activ
C=CCn1c(SCC(=O)N(CC)C2CCS(=O)(=O)C2)nnc1-c1ccccc1 (stereo not given)	1	-1	-12	0.91	-1	-6	10	1.1
CCSc1nnc(NC(=O)CSc2nnc(CNC(=O)c3ccccc3F)o2)s1	2	-1	30	1.1	-30	16	-5	0.7

Next section:
compound	ATG4B inhibitor	APOBEC3A inh	mIAP block	hIAP act	PfGluPho inh	HKDC1 inhibitor	hIAP block	mIAP activ
CCOc1ccc2[nH]c(=O)c(CN(CCO)C(=O)c3ccc(Br)cc3)cc2c1	0	-3	-2	0.89	-5	2	11	1
CC(=O)Nc1ccc(NC(=O)C(C)OC(=O)c2ccc(-n3cnnn3)cc2)cc1 (stereo not given)	2	19	5	1.2	6	-1	-19	0.95
Cc1coc(NC(=O)CSc2nc(-c3ccc(Cl)cc3)cc(C(F)(F)F)c2C#N)n1	3	-32	-6	0.9	-16	5	10	1.1
CCC(C)Nc1nc(N)c([N+](=O)[O-])c(Nc2ccccc2OC)n1 (stereo not given)	-12	-2	7	0.95	10	3	5	0.93
c1ccc(-c2nc(NCCCn3ccnc3)c3ccccc3n2)cc1	-9	6	0	1.3	12	-7	-26	1
COCCN1CCC(CNCc2c(C(=O)N3CCCCC3)nc3c(C)cccn23)C1 (stereo not given)	-4	-3	5	0.96	3	-8	4	0.95
CCNC(=O)C1CC(=O)N(c2ccc(Br)cc2)C1 (stereo not given)	-14	-4	1	0.86	-12	-2	14	0.99
Cc1ccc(S(=O)(=O)Oc2ccc(/C=C(/NC(=O)c3ccccc3)C(=O)NC(C)C(=O)O)cc2)cc1 (stereo not given)	-11	-4	-1	1.1	-6	-6	-10	1
O=C(O)c1ccc2c(c1)-c1nc3ccccc3n1C2=O	-13	-3	-4	0.89	-4	-1	11	1
CCCc1[nH]nc2c1C(c1cccc(OC)c1)C(C#N)=C(N)O2 (stereo not given)	-15	4	16	1.5	-10	1	-47	0.84
Cc1nn(C)cc1/C=N/O	-2	0	-4	0.97	4	-2	3	1
CC(=O)Oc1ccc(-c2cccc(C(=O)N3CCCCC3)c2)cc1	-6	-2	-2	1.1	-7	-3	-7	1
CCc1nnc(NC(=O)Cc2ccc(OC)cc2)s1	-4	-4	-9	1	-9	4	-3	1.1
COc1cccc(OCc2cc(C(=O)N3CCCC3c3ccccn3)no2)c1 (stereo not given)	13	3	5	0.97	2	-2	2	0.95
CCCCCn1c(=N)c(S(=O)(=O)c2ccc(Cl)cc2)cc2c(=O)n3cccc(C)c3nc21	-4	-4	-4	0.85	-20	-2	15	1
COC(=O)c1ccc(S(=O)(=O)N2CCN(CCO)CC2)n1C	8	-4	-9	1.1	-4	-2	-10	1.1
CCOC(=O)c1ccc(N2C(=O)CC(Sc3ncccn3)C2=O)cc1 (stereo not given)	-3	-5	3	1	9	-6	0	0.97
COc1cc(C(C(=O)NC(C)(C)C)N(Cc2ccccc2)C(=O)c2cnccn2)cc(OC)c1OC (stereo not given)	-4	-3	0	0.97	-11	-7	3	1
COc1cccc2c(=O)ccoc12	-2	-2	2	1.3	-9	-10	-26	0.98
COC(=O)CCCC1=CC2=CC(=O)C(C)(OC(=O)c3cccs3)C(=O)C2=CN1CC1CC1 (stereo not given)	-17	-3	0	1	48	24	-2	0.99
CCCCN1C(=O)C(C)=C(C)C1OCCc1ccc(OC)c(OC)c1 (stereo not given)	1	-3	0	1.1	-1	3	-9	1
CCCCC1=CC2=CC(=O)C(C)(OC(=O)c3cnc4ccccc4n3)C(=O)C2=CO1 (stereo not given)	.	-3	-1	1.3	.	.	-27	1
COc1ccccc1NS(=O)(=O)c1ccc(C)c(NC(=O)c2ccc(S(=O)(=O)N3CCCCCC3)cc2)c1	-3	-2	1	0.87	-4	3	13	0.99
COc1ccc(C2/C=C\CN(C(=O)C3CC3)[C@H](Cc3ccccc3)C(=O)N2Cc2ccc(F)cc2)cc1 (stereo not given in full)	8	1	1	0.95	15	5	5	0.99
CS(=O)(=O)c1ccc(NC(=O)c2ccc3c(c2)S(=O)(=O)N=C2CCCCCN23)cc1	-13	-2	6	0.97	-11	1	3	0.94
Cc1ccc(Cn2c(CN3CCOCC3)nc3c2c(=O)[nH]c(=O)n3C)cc1	8	0	4	1	-15	4	0	0.96
CC1CCCC(NC(=O)CSc2nnc(N)s2)C1C (stereo not given)	-5	2	-4	1	-6	-3	-4	1
C/C(=N\NC(=O)c1ccc(F)cc1)c1cccc(NC(=O)c2cccc(F)c2)c1	-2	-2	2	0.98	-7	-3	2	0.98
O=C(CCS(=O)(=O)c1ccc(F)cc1)Nc1ccc(N2CCN(Cc3ccccc3)CC2)cc1	-19	1	7	0.9	1	-3	10	0.93
COc1ccc(CCN2CC(C(=O)NCCc3ccccc3C(F)(F)F)CCC2=O)cc1 (stereo not given)	-4	4	-10	1	0	1	-2	1.1
N#CCC(=O)N/N=C/c1cc([N+](=O)[O-])ccc1N1CCCC1	-9	1	10	0.82	-9	-7	18	0.9
COc1ccc(-c2cc(=Nc3c(C)n(C)n(-c4ccccc4)c3=O)c3ccccc3o2)cc1	-3	-2	10	0.97	6	1	3	0.9
CC(C)(C)C1CCC(=NNC(=O)CN(c2ccccc2)S(=O)(=O)c2ccccc2[N+](=O)[O-])CC1 (stereo not given)	20	1	7	0.9	-10	-14	10	0.93
CC(=O)C(Sc1ccc2nnc(-c3ccc(F)cc3)n2n1)C(C)=O	-3	-8	-6	0.78	18	-4	22	1.1
O=C(Nc1ccc(N2CCOCC2)cc1)c1ccc(Br)o1	-6	-6	5	1.1	13	-3	-13	0.95

High-throughput results (PubChem)
